LYP inh 2 = inhibitors of human LYP (PTPN22) phosphatase; Q9Y2R2; hit rate 0.21% among 96,000; inhibition, % at 2 µM; recombinant LYP catalytic domain, DiFMUP fluorescence;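 active means inhibition at 2 µM at or above a set limit, the screen mean plus 3 SD, cut at about 24% in these data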;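 further: 0% = DMSO with enzyme and 100% = enzyme fully blocked by orthovanadate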
Target sequence (Q9Y2R2 whole entry, looked up, the tested form may be a part): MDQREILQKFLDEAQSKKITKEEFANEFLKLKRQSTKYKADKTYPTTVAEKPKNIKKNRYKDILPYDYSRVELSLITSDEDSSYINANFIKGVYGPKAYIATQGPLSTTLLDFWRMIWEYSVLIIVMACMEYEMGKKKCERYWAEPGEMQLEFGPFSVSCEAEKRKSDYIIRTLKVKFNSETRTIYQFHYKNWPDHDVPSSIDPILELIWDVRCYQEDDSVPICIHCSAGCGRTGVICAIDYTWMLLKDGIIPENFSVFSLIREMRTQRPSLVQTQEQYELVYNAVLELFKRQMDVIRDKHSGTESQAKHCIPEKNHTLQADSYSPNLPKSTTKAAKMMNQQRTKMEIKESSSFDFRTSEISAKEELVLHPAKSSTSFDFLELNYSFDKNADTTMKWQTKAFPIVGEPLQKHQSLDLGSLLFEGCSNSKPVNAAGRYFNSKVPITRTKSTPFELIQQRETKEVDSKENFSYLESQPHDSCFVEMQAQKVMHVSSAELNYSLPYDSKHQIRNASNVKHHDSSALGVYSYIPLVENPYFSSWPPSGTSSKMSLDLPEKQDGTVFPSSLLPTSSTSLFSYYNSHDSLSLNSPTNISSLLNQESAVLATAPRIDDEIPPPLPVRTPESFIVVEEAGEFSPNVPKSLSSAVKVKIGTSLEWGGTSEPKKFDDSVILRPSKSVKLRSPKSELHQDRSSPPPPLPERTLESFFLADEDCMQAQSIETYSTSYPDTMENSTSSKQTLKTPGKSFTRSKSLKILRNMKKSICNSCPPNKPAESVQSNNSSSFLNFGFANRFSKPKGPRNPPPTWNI
Plk1 PBD FP = inhibitors of human Plk1 polo box domain binding; Plk1 PBD phosphopeptide binding, fluorescence polarization; P53350; inhibition, %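 (tested at about 20 µM)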; hit rate 0.13% among 97,000; AID 693; in the data active means inhibition above about 34%, passing the limit was not always enough
EphB4 antag = EphB4-ephrin-B2 interaction antagonism; P54760; EphB4 LBD / TNYL-RAW-Alexa532 peptide, fluorescence polarization; inhibition, % at 7 µM; hit rate 0.15% among 97,000;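 active means inhibition above the screen-wide mean inhibition plus 3 SD, cut at about 15% in these data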;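 further: 0% = DMSO wells and 100% = excess unlabeled TNYL-RAW peptide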
PLK1 kinase inh = inhibitors of human PLK1 kinase; recombinant PLK1 kinase, TR-FRET peptide phosphorylation; inhibition, % at 10 µM; hit rate 0.53% among 97,000; P53350;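 active means inhibition of 50% or more in the single-concentration screen; inactive means inhibition below 50%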;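 further: 0% = DMSO max control and 100% = H-89 dihydrochloride min control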
HIV Rev-RRE inh = inhibitors of HIV-1 Rev-RRE RNA interaction. Rev peptide-RRE RNA binding, FRET. hit rate 0.79% among 97,000. AID 704. P05866. inhibition, % at 8 µM;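 active means inhibition above the screen-wide mean plus 3 SD, cut at about 35% in these data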;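 further: 0% = median DMSO wells and 100% = median Neomycin B control wells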
Target sequence (P05866 whole entry, looked up): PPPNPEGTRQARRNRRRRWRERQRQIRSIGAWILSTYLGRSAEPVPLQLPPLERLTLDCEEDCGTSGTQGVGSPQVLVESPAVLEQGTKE
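Test system: Cy5-tagged RRE RNA duplex with fluorescein-tagged Rev peptide | Read-out: % inhibition of FRET ratio versus controls | Probe or stimulus: Labelled Rev peptide | Incubation: 5 min RNA-compound premix plus 15 min binding step, 25 °C | Technique: FRET fluorescence readout | Benchmarks: DMSO low control, neomycin B high control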
PTK2B oligo ant = antagonists of human Pyk2 oligomerization; z-score (the deposit names both 25 µM and 10 µM); hit rate 0.83% among 99,000; AID 1347419; Q293 cells, Pyk2 FERM NanoBiT luminescence; active compounds read low;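 active means Z-score of -3 or lower, scaled per plate to the spread of control and sample wells; inactive means z-score above -3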;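 further: negative z-score means lost luminescence so less FERM oligomerization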
F-actin modifier = alters cytoskeleton assembly in HUVEC cells | HUVEC TNFa F-actin phalloidin imaging, high content | inhibition, % at 2 µM | hit rate 0.18% among 91,000;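 active means inhibition above the batch mean plus 3 SD and confirmed as a hit by visual image inspection, cut at about 30% in these data, passing the limit was not always enough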; further: strong numbers were not always called active
LYP act = LYP (human) phosphatase activation | Q9Y2R2 | recombinant LYP, DiFMUP fluorescence; 0 = plate median, 100 = signal doubled | activation, % at 2 µM | hit rate 0.11% among 96,000 | AID 697;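 active means activation at 2 µM above a set limit, the mean plus 5 SD, cut at about 37% in these data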
FAK blocker = FAK (human) kinase inhibition | Q05397 | biochemical FAK kinase activity assay | inhibition, %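 (tested at 7 µM)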 | hit rate 0.84% among 97,000; in the data active means inhibition above about 19%;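 further: 0% = DMSO and 100% = reference compound high control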
Numbers without * were called inactive; x = no result given.

SMILES	LYP inh 2	Plk1 PBD FP	EphB4 antag	PLK1 kinase inh	HIV Rev-RRE inh	PTK2B oligo ant	F-actin modifier	LYP act	FAK blocker
Cc1ccc(NC(=O)N2CCCN(Cc3ccc(F)cc3)C2)cc1C	-2.0	21.2	4.2	-0.7	16.0	-1.75	-28.5	0.9	11.8
Cc1noc(C)c1COc1ccc(C(=O)NCC2CCCO2)cc1 (stereo not given)	-0.7	-28.2	4.6	-5.7	8.6	1.74	-21.4	-2.7	0.4
COc1ccccc1NC(=O)Cn1c(CN2CCCCC2)nc2ccccc2c1=O	11.4	4.0	7.6	-5.8	9.2	-0.67	28.1	-8.4	-5.0
O=C(Nc1c2c(nn1-c1ccc(F)cc1)CS(=O)C2)C12CC3CC(CC(C3)C1)C2 (stereo not given)	0.8	-7.9	5.3	-15.1	6.3	-0.52	-4.6	-1.2	-0.5
CCOC(=O)c1cccc(NC(=O)COC)c1	0.4	-16.7	4.0	-9.2	9.0	0.14	-2.9	1.6	-0.1
CN(C)c1cc[n+](Cc2c(Cl)cccc2Cl)cc1	1.5	-0.5	4.0	-6.8	7.8	0.26	11.6	-0.6	-2.2
O=C(c1sc2ccccc2c1Cl)N(Cc1ccccc1)C1CCS(=O)(=O)C1 (stereo not given)	3.7	2.7	7.4	-5.8	11.1	-2.49	5.8	-3.8	6.1
COc1ccnc(Nc2cccc(C)c2)c1C#N	2.5	-17.9	-0.1	-5.5	5.3	0.09	3.3	0.6	1.3
COc1ccccc1-c1nnc(SCC(=O)N2CCC(C)CC2)o1	2.1	37.8	-1.4	-8.4	-4.0	0.33	11.3	-3.5	-0.1
CCN(C(=O)CSc1nnc(Cn2nnc3ccccc32)o1)c1nc(-c2ccccc2)cs1	0.8	-18.9	-5.2	-1.4	-1.3	-0.42	-5.6	-0.2	-1.2
O=C(CN(Cc1ccccc1F)C(=O)Cn1nnc(-c2cccs2)n1)NC1CCCCC1	9.7	16.6	-3.3	2.8	-0.4	0.1	-15.0	-7.0	-9.8
O=C(c1ccccc1)n1ccc(-c2cnc(-c3ccccc3)s2)n1	-7.3	-14.6	0.9	-9.2	4.9	-1.1	x	9.1	3.7
COc1ccc(C(=O)n2nc(-c3ccccc3)nc2SC)cc1	8.3	6.7	-2.3	-1.5	4.5	0.35	1.0	-5.5	6.1
COc1ccc([N+](=O)[O-])cc1NC(=S)NC(NC(=O)C(c1ccccc1)c1ccccc1)C(Cl)(Cl)Cl (stereo not given)	14.5	27.0	-11.0	-8.1	9.5	-1.94	-20.8	-9.8	0.8
Cc1ccc(NC(=S)NNc2ncc(C(F)(F)F)cc2Cl)c(C)c1	-4.8	-20.2	8.8	-14.4	-6.8	0.96	-15.2	2.2	0.0
COc1ccc2c(c1)OC1=C(C(=O)CCC1)C2C1=C(O)CCCC1=O (stereo not given)	-0.4	3.0	-9.1	-7.2	1.0	-0.23	4.8	-2.4	-9.0
O=C(c1cccn(Cc2ccc(Cl)c(Cl)c2)c1=O)N1CCOCC1	-5.1	19.9	1.8	-13.3	4.7	-0.25	-8.2	8.0	2.2
CC1(C)Cc2ccccc2-c2c1c(=O)n(-c1ccccc1)c1nnnn21	-15.3	2.4	5.2	11.3	7.3	x	-1.5	10.6	-0.5
Cn1c(CCNC(=O)c2cccs2)nnc1SCC(=O)Nc1nc(-c2ccccc2)cs1	6.7	29.5	1.5	-6.3	0.0	-0.73	-7.0	-2.4	-1.0
CCn1c(SCc2nc3cc(OC)c(OC)cc3c(=O)[nH]2)nnc1-c1ccncc1	-0.3	-7.7	-7.6	-8.1	0.9	0.93	-2.0	0.2	-1.1
Cc1cc(C)n(Cc2ccc(C(=O)O)cc2)n1	6.4	-1.2	-1.1	6.3	5.1	0.79	-4.6	-4.4	-2.6
COC(=O)c1cc2sc(Cl)cc2n1CC(=O)N1CCCc2ccccc21	4.4	-8.0	4.5	2.6	2.3	-0.61	x	-5.6	0.8
COc1cccc(C(=O)Nc2ccc(NC(=O)c3ccco3)nc2)c1	9.0	-8.6	3.8	-10.1	-3.2	0.4	19.0	-11.5	0.8
Cc1ccc(S(=O)(=O)N2CCC(O)(c3cccnc3)CC2)cc1	-3.8	-8.1	6.1	-3.2	6.7	0.54	-9.1	3.3	2.1
CCCC(=O)NCc1nc2ccccc2n1C	3.2	-7.1	-7.2	-5.5	2.7	0.92	2.8	-4.9	1.0
Cc1cc(-c2cccnc2)c(C#N)c(SCc2cccc(F)c2)n1	13.1	3.3	-0.9	-5.1	3.8	-2.11	-4.7	-9.7	7.5
CCOC(=O)C(C)Sc1nc2c(c(=O)[nH]c(=O)n2C)n1CCc1ccccc1 (stereo not given)	3.0	-5.1	2.9	-3.8	10.4	-0.59	9.6	-3.7	11.3
O=C(Cc1ccccc1)CC1(O)C(=O)Nc2ccccc21 (stereo not given)	-7.3	0.8	5.8	-11.6	6.2	-0.44	-0.8	5.4	0.5
CC(=O)c1c(N2CCN(Cc3ccc4c(c3)OCO4)CC2)nc(=S)n(-c2ccccc2)c1C	-5.5	-16.2	-8.8	-4.1	3.6	1.18	-5.8	4.1	0.4
NC(=O)C1(N2CCCCC2)CCN(C(=S)Nc2ccc(Cl)cc2)CC1	-1.2	-30.9	-1.7	-8.5	-1.0	0.42	-20.4	4.7	-4.9
CCN(CC)CCCN1C(=O)C(O)=C(C(=O)c2sc(C)nc2C)C1c1ccco1 (stereo not given)	-11.7	-23.9	-6.3	-3.5	3.8	0.27	-23.7	9.0	-1.9
O=C(c1ccc(N2CCNCC2)cc1)c1cccnc1	-2.7	28.4	1.9	-14.7	3.9	0.07	-4.9	1.3	-0.1
Cc1ccc(S(=O)(=O)n2nc(OC(=O)c3cccs3)cc2N)cc1	6.4	20.1	0.0	-9.8	6.0	0.5	-12.6	-7.7	4.7
O=C(O)C1CCCN1S(=O)(=O)c1ccc(Br)s1 (stereo not given) (tested in a mixture with another compound)	-12.4	7.8	-6.4	-6.1	3.9	1.59	7.4	10.1	-4.2
CCOC(=O)c1cc(C(=O)c2cc(F)ccc2O)coc1=N	8.8	-19.8	1.0	3.7	10.2	0.34	-7.4	-10.5	-1.5
Cc1cc(Nc2ccc3c(c2)OCCO3)n2nc(C)nc2n1	3.4	-12.4	1.3	-4.0	5.4	x	-3.6	-4.8	0.7
c1ccc2c(CSc3nnc(-c4ccncc4)o3)cccc2c1	-2.2	8.3	-3.4	19.9	6.8	0.16	-19.6	6.5	0.2
Cc1cc(C)n(-c2nc3ccccc3c(=O)n2OCC(=O)OCc2ccccc2)n1	3.0	18.9	1.2	-1.4	9.7	0.96	-16.2	-4.3	0.8
CCOc1ccccc1C1C(C#N)=C(N)SC(N)=C1C#N	2.2	-33.4	2.5	-2.6	36.9*	-1.48	4.0	-3.2	-2.7
COc1ccc(N(C(=O)c2ccco2)S(=O)(=O)c2cccs2)cc1	1.0	-2.1	-0.4	-15.8	0.8	0.54	-8.2	0.7	2.0
COCCn1c(SCC(=O)Nc2ccc(NC(=O)c3ccco3)c(OC)c2)nc2ccccc2c1=O	3.0	-16.6	1.9	-8.4	-6.3	-0.6	x	-6.7	4.4
CCOC(=O)C(/C(C)=N/NC(=O)c1ccccc1[N+](=O)[O-])C(C)C (stereo not given)	-4.3	-15.3	0.9	-4.2	-1.9	0.98	11.8	10.0	-5.9
O=C(/C=C/c1ccc([N+](=O)[O-])cc1)Nc1cccnc1	1.4	15.6	-1.9	-2.1	-2.6	-0.17	x	0.4	3.3
Cc1ccc(-n2nc3cc(C)c(NC(=O)c4cccnc4)cc3n2)cc1	-0.6	-22.9	7.7	-23.8	6.3	-0.14	-0.5	-0.4	-0.2
C=C(C)c1cccc(C(C)(C)NC(=O)N2CCN(c3ccccn3)CC2)c1	x	7.5	3.1	74.3*	9.6	x	x	x	5.6

A portion taken from the entries so far, as a working copy:
SMILES	LYP inh 2	Plk1 PBD FP	EphB4 antag	PLK1 kinase inh	HIV Rev-RRE inh	PTK2B oligo ant	F-actin modifier	LYP act	FAK blocker
O=C(/C=C/c1ccc([N+](=O)[O-])cc1)Nc1cccnc1	1.4	15.6	-1.9	-2.1	-2.6	-0.17	x	0.4	3.3
Cc1ccc(-n2nc3cc(C)c(NC(=O)c4cccnc4)cc3n2)cc1	-0.6	-22.9	7.7	-23.8	6.3	-0.14	-0.5	-0.4	-0.2
C=C(C)c1cccc(C(C)(C)NC(=O)N2CCN(c3ccccn3)CC2)c1	x	7.5	3.1	74.3*	9.6	x	x	x	5.6

Three compounds from above with just PLK1 kinase inh, FAK blocker and LYP act.
smiles,PLK1 kinase inh,FAK blocker,LYP act
CCOC(=O)C(/C(C)=N/NC(=O)c1ccccc1[N+](=O)[O-])C(C)C (stereo not given),-4.2,-5.9,10.0
Cc1cc(C)n(-c2nc3ccccc3c(=O)n2OCC(=O)OCc2ccccc2)n1,-1.4,0.8,-4.3
c1ccc2c(CSc3nnc(-c4ccncc4)o3)cccc2c1,19.9,0.2,6.5

Additional structures follow.
SMILES	LYP inh 2	Plk1 PBD FP	EphB4 antag	PLK1 kinase inh	HIV Rev-RRE inh	PTK2B oligo ant	F-actin modifier	LYP act	FAK blocker
Clc1cccc(NCc2nnc(SCc3ccccc3)o2)c1	-4.1	-4.6	-3.7	-7.4	10.0	0.26	0.8	3.4	-0.6
CC(=O)Nc1ccc(NS(=O)(=O)c2cn(C)c(=O)n(C)c2=O)cc1	0.9	25.3	-10.1	-1.1	4.5	x	3.1	-1.5	-4.2
COc1ccc(-c2nnc(SCC(=O)NC(C)c3ccccc3)o2)cc1OC (stereo not given)	-3.7	24.3	1.8	-12.4	11.2	0.72	-1.7	2.7	-4.8
COc1ccc(NC(=O)C2CCCN(S(=O)(=O)c3cccnc3)C2)cc1 (stereo not given)	11.5	15.0	1.6	-0.7	4.0	0.77	66.3	-13.2	-2.2
COc1ccccc1C1NC(=O)NC(C)=C1C(=O)Nc1cccc(C)c1C (stereo not given)	0.2	6.3	-0.6	-1.9	3.1	x	-8.7	-3.2	1.1
Cc1ccc(S(=O)(=O)NCCOC(=O)Nc2sc(=S)n(C)c2C)cc1	-11.1	-12.8	-3.0	-4.8	-0.7	0.62	4.6	7.4	-2.2
Cc1ccc(C2=[N+]([O-])C3(CCCCC/C3=N\NC(N)=O)N(O)C2(C)C)o1 (stereo not given)	5.5	1.9	0.2	-16.9	5.6	2.21	-1.9	-3.9	-0.4
COc1ccc(C2C=C(c3ccccc3)Nc3ncnn32)cc1 (stereo not given)	-2.0	-25.4	5.2	-20.9	44.9*	0.2	22.0	5.9	3.3
CCOc1cc(C(=O)NCC2CCCO2)cc(OCC)c1OCC (stereo not given)	3.2	-6.0	1.5	-10.6	2.3	-0.03	-3.0	-6.4	-1.1
N#CC1=C(SCc2ccccc2)NC(=O)CC1c1ccco1 (stereo not given)	-19.1	-14.5	3.0	-1.6	5.5	0.44	12.6	16.2	-4.9
N/C(=N\N=C\c1ccnc2ccccc12)SC1CC(=O)N(c2ccc(Br)cc2)C1=O (stereo not given)	1.3	11.6	-1.3	-0.3	1.5	-2.64	8.9	4.0	-7.9
CC(=O)N1CCN(S(=O)(=O)c2cccc(C(=O)Nc3ccc4c(c3)CCC4)c2)CC1	9.7	-12.8	2.6	-20.9	0.0	-0.24	13.8	-4.0	-0.1
CC(C)(C)c1ccc(OC(=O)c2ccc3nsnc3c2)cc1	2.2	8.0	0.0	0.1	23.3	0.14	-20.5	-2.9	-2.7
O=C(Nc1ccccc1)C1CC2CCCC(C1)C2=O (stereo not given)	-3.6	-9.2	2.5	-3.2	8.0	0.48	15.6	2.6	-0.3
COc1cccc(-c2noc(N)c2C#N)c1	-10.6	7.8	-1.9	10.3	7.5	-0.3	-10.1	7.7	-0.7
